# Screening data: PubChem, National Center for Advancing Translational Sciences (NCATS)
# HepG2 tox = kills HepG2 cells in TGF-b inhibitor counter-screen | HepG2 CAGA-GFP viability, ATP luminescence, 18 h | Potency, µM (series often up to 46.1 µM), for the others: top-dose activity change, negative = cytotoxicity, most hits filed as cytotoxic | 410,000 compounds, 0.76% hits | AID 588856; further: potency means the concentration at half of the fitted maximal effect; some results filed as inactive show a strong effect at the top dose
#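 CellTiter-Glo luminescence gave cytotoxicity after 18 hours at 37 degrees C. The cells were HepG2 CAGA-GFP in 1% FBS DMEM, stimulated with 500 pg/mL TGF-beta after compound addition. %Activity was normalised to no-cell wells (complete cell-killing) and DMSO (no toxicity), and curves were fitted and classified.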
# Nrf2 block = Nrf2 pathway inhibition. A549 ARE-Fluc reporter, luciferase luminescence, 18-24 h. Potency, µM (titrated, usually from 46 µM), for the others: at the top dose activity change, negative = inhibition, most hits filed as inhibitors. 360,000 compounds, 2.1% hits; further: potency means the concentration at half of the fitted maximal effect; on the % scale 0 is the no-effect control and ±100 the full control effect; nearly all actives have a fitted effect of over 60% in size
#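 Quantitative HTS in A549 cells stably bearing an antioxidant response element-firefly luciferase construct. Inhibition of Nrf2-driven transcription was scored by luminescence after 18-24 h of compound exposure at 37 °C.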
# TGFb inhibitor = inhibitors of TGF-b signaling. HepG2 CAGA-GFP TGF-b/SMAD3 reporter, GFP fluorescence, 18 h; TGF-beta stimulated, 500 pg/mL final. Potency, µM (titrated, usually from 46.1 µM), inactives show top-dose activity, negative = inhibition, most hits filed as inhibitors. 410,000 compounds, 1.2% hits. AID 588855; further: potency means the concentration at half of the fitted maximal effect; on the % scale 0 is the no-effect control and ±100 the full control effect; nearly all actives have a fitted effect of over 65% in size
#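 TGF-beta reporter screen: HEPG2 CAGA-GFP, 1% FBS, 500 pg/mL TGF-beta final, 18 h; per-cell GFP summed per well; curves fitted and categorized by class.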
# Mm-Cpn inhibitor = M. maripaludis TRiC chaperonin inhibition. AID 504842. purified Mm-Cpn ATPase, ADP Transcreener TR-FRET. 330,000 compounds, 0.031% hits. Potency, µM (titrated, usually from 76.9 µM), without a hit: at the top dose activity, negative = inhibition, most hits filed as inhibitors; further: potency means the concentration at half of the fitted maximal effect; on the % scale 0 is the no-effect control and ±100 the full control effect; nearly all actives have a fitted effect of over 80% in size
#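 Eu-cryptate anti-ADP/ADP-d2 competition gives a ratio inversely related to ADP. Enzyme at 25 nM was pre-exposed to compound for 10 min, then given 10 uM ATP for 30 min, 37°C throughout.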
# ATXN viability = viability counter-screen for ATXN expression inhibitors; S2 cells (HEK-293 line with an ATXN2-luciferase reporter) viability, CellTiter-Fluor protease fluorescence, 24 h; Potency, µM (top dose mostly 56.7 µM), hits mostly cytotoxic; 400,000 compounds, 0.49% hits; AID 651635; further: potency means the concentration at half of the fitted maximal effect; nearly all actives have a fitted effect of over 40% in size
# A549 viability = kills or reduces viability of A549 cells in Nrf2 counter-screen | Potency, µM (series often up to 46 µM), without a hit: at the top dose activity change, negative = cytotoxicity, usual class: inhibitors | A549 ARE-Fluc cells, CellTiter-Fluor viability, 18-24 h | 390,000 compounds, 0.16% hits; further: potency means the concentration at half of the fitted maximal effect; on the % scale 0 is the no-effect control and ±100 the full control effect
#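 Cytotoxicity counterscreen: CellTiter-Fluor fluorescence was measured in A549 ARE_Fluc cells after 18-24 h of compound exposure in a concentration series. The subsequent BugLite luminescent read reports ARE-luciferase activity.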
# pAkt inh = blocks phosphorylation of Akt | Neuro2A IGF-stimulated pAkt S473 HTRF, 20 min; hits give low values | activity change, % for hits at 50 µM | 360,000 compounds, 0.32% hits | AID 651550; in the data active means activity change below about -80%; inconclusive means mostly about -51% to -80%; further: on the % scale 0 is the no-effect control and ±100 the full control effect
#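 Neuro2A cells in DMEM with 0.5% FBS, overnight at 37 deg C, given compound at single 50 µM final, then IGF (6 nM final) for 20 min at 37 deg C. Lysed; phospho-Akt Ser473 by HTRF after 24 h, 665/615 ratio.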
# Nrf2 activator = activates Nrf2 signaling | AREc32 ARE-luciferase reporter (MCF7-derived line), luminescence, 24 h | 410,000 compounds, 0.31% hits | AID 624171 | Potency, µM (highest dose often 46.1 µM), without a hit: at the highest dose activation, usual class: activators; further: potency means the concentration at half of the fitted maximal effect; % of control where 0% means no effect; nearly all actives have a fitted effect of over 65% in size
#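 AREc32_Fluc, 1000 cells/well, OPTI-MEM + 5% FBS, o/n 37 deg C 5% CO2; 23 nL cpd by pin tool, 24 hr; Steady-Glo 30 min RT, luminescence.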
# CCT chaperon mod = cytosolic chaperonin activity modulation | purified chaperonin ATPase assay, HTRF ADP detection, 30 min | activity change, % (no concentration beside the values), hits read low | 360,000 compounds, 0.3% hits | AID 651819; in the data active means activity change below about -30%; further: on the % scale 0 is the no-effect control and ±100 the full control effect
#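 TRiC at 40 or 20 nM final (batch-dependent) in 30 mM Tris pH 7.4, 100 mM KCl, 5 mM MgCl2, 1 mM DTT, with compound at single 76 uM and 10 uM ATP, 30 min at 37 deg C. ADP detected by HTRF Transcreener, 665/615 ratio.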
# The depositor's hits bear a star; i = inactive; ? = inconclusive; · = not tested or not shown; [ ] = dose if it differs, or a comment. Unless noted, the call rests on the fitted dose curve; in most records, active means well fitted curve in the direction sought with a large enough effect; inconclusive means small, poorly fitted or top-dose-only effect, or another doubt; inactive means no such curve, though single readings can be large; an effect the other way counts as inactive or inconclusive.
1: O=C(O)c1cccc2c1-c1ccccc1/C2=N\Nc1ccccc1
2: O=C(Nc1ccc2oc(=O)ccc2c1)c1ccccc1[N+](=O)[O-]
3: CCCCCCNC(=O)CCc1c(C)nc2nc(-c3cc(OC)cc(OC)c3)nn2c1C
4: O=C(Cc1coc2ccc3ccccc3c12)N1CCCC1
5: CC(C)OCCCNC(=O)c1cc(-c2cccs2)nc2ccccc12
6: O=C(COC(=O)CNC(=O)c1sc2ccccc2c1Cl)Nc1c(Cl)cc(Cl)cc1Cl
7: CCOc1ccc(NC(=O)c2cccnc2SC)cc1
8: Cc1ccc(SCCNC(=O)c2ccccc2F)cc1
compound no.,1,2,3,4,5,6,7,8
A549 viability,?,-0.3%,-1.6%,-5.6%,1.1%,3.3%,8.5%,9.0%
pAkt inh,i,i,·,i,i,i,i,i
HepG2 tox,-12.8%,-7.4%,-0.4%,-0.6%,-14.4%,-0.1%,0.0%,-30.1%
CCT chaperon mod,-5.3,-0.6,·,0.6,0.3,1.0,-7.0,-2.2
Mm-Cpn inhibitor,-0.7%,-1.5%,·,-0.3%,-7.4%,-2.3%,0.2%,1.6%
Nrf2 activator,1.9%,3.4%,0.0%,0.5%,-0.2%,-0.7%,4.3%,1.9%
TGFb inhibitor,4.5%,-4.0%,-0.8%,5.5%,0.0%,1.0%,18.7%,8.1%
Nrf2 block,?,3.9%,2.2%,-14.4%,-5.8%,16.8%,12.3%,1.6%
ATXN viability,i,i,i,i,i,i,i,?

9: CN(CCOc1cccc(C(F)(F)F)c1)Cc1ccccc1
10: CC(=O)c1ccc(NC(=O)CSc2nnc(-c3ccoc3C)n2Cc2ccccc2)cc1
11: O=C(CCCc1nc(-c2ccccc2)no1)Nc1cc(C(F)(F)F)cc(C(F)(F)F)c1
12: CC(C)OCCCn1c(=S)[nH]c2ncccc2c1=O
13: COC(=O)c1cc(S(=O)(=O)N2CCN(c3cc(C)ccc3C)CC2)c[nH]1
14: CC(=O)Nc1ccc(S(=O)(=O)N2CCCC2C(=O)Nc2ccc3c(c2)OCCO3)cc1 (configuration not stated)
15: N#C/C(=C\c1ccc(Oc2ccc(C(F)(F)F)cc2[N+](=O)[O-])cc1)c1nc2ccccc2[nH]1
16: CCOc1ccccc1N1CCN(CC(=O)Nc2nccs2)CC1
compound no.,9,10,11,12,13,14,15,16
A549 viability,4.1%,9.2%,-36.0%,-6.9%,1.2%,-17.1%,?,·
pAkt inh,i,i,·,i,i,i,i,i
HepG2 tox,8.7%,-33.4%,-49.1%,-1.0%,-36.3%,6.5%,-17.9%,-1.5%
CCT chaperon mod,-0.8,1.4,·,-1.2,0.3,-0.4,3.2,1.0
Mm-Cpn inhibitor,-6.4%,1.2%,·,-2.6%,-3.8%,-1.3%,-1.5%,·
Nrf2 activator,0.1%,0.2%,0.6%,-2.2%,-1.4%,-0.4%,3.7%,-1.9%
TGFb inhibitor,-6.0%,-11.2%,?,-6.6%,?,-11.4%,?,0.8%
Nrf2 block,?,-1.2%,?,-9.1%,-7.7%,17.1%,16.4µM*,·
ATXN viability,i,i,?,i,i,i,i,i

# Quoted at random: six entries already listed, in no set order.
15: N#C/C(=C\c1ccc(Oc2ccc(C(F)(F)F)cc2[N+](=O)[O-])cc1)c1nc2ccccc2[nH]1
11: O=C(CCCc1nc(-c2ccccc2)no1)Nc1cc(C(F)(F)F)cc(C(F)(F)F)c1
14: CC(=O)Nc1ccc(S(=O)(=O)N2CCCC2C(=O)Nc2ccc3c(c2)OCCO3)cc1 (configuration not stated)
16: CCOc1ccccc1N1CCN(CC(=O)Nc2nccs2)CC1
12: CC(C)OCCCn1c(=S)[nH]c2ncccc2c1=O
13: COC(=O)c1cc(S(=O)(=O)N2CCN(c3cc(C)ccc3C)CC2)c[nH]1
compound no.,15,11,14,16,12,13
A549 viability,?,-36.0%,-17.1%,·,-6.9%,1.2%
pAkt inh,i,·,i,i,i,i
HepG2 tox,-17.9%,-49.1%,6.5%,-1.5%,-1.0%,-36.3%
CCT chaperon mod,3.2,·,-0.4,1.0,-1.2,0.3
Mm-Cpn inhibitor,-1.5%,·,-1.3%,·,-2.6%,-3.8%
Nrf2 activator,3.7%,0.6%,-0.4%,-1.9%,-2.2%,-1.4%
TGFb inhibitor,?,?,-11.4%,0.8%,-6.6%,?
Nrf2 block,16.4µM*,?,17.1%,·,-9.1%,-7.7%
ATXN viability,i,?,i,i,i,i

# Later entries
17: NC(=O)C1CCN(C(=O)c2cnn(-c3ccccc3)c2NC(=O)c2cccc(F)c2)CC1
18: C/C=C(\C)CN1CCN(c2cc(C)ccc2C)CC1
19: CCOC(=O)N1CCN(C(=O)/C(=C/c2ccc(OC)cc2)NC(=O)c2ccccc2)CC1
20: Nn1c(SC/C=C/c2ccccc2)nnc1-c1ccccn1
21: C/C(=N\NC(=O)c1ccccc1[N+](=O)[O-])c1ccc(Br)s1
22: COc1cccc(C=O)c1OC(=O)N1CCOCC1
23: O=C(Cc1ccccc1Cl)NC1(O)C(=O)c2ccccc2C1=O
24: O=c1c2ccccc2nc(CSc2nnnn2-c2ccccc2)n1-c1ccccc1
compound no.,17,18,19,20,21,22,23,24
A549 viability,-15.8%,-0.8%,-4.1%,-7.2%,-0.5%,-2.6%,3.0%,0.2%
pAkt inh,i,i,i,i,i,i,i,i
HepG2 tox,-0.2%,-0.7%,2.5%,4.5%,-12.8%,-0.9%,3.3%,3.3%
CCT chaperon mod,1.4,-2.5,-0.5,-2.2,-1.4,1.9,0.8,3.3
Mm-Cpn inhibitor,0.7%,-0.7%,-0.2%,-1.1%,-0.3%,0.3%,-4.3%,-2.6%
Nrf2 activator,0.2%,-0.7%,-0.6%,-0.6%,2.5%,0.7%,2.7%,-0.3%
TGFb inhibitor,12.1%,-16.5%,0.2%,7.4%,?,-2.9%,15.0%,-23.4%
Nrf2 block,-11.8%,3.5%,-4.2%,4.4%,-11.9%,-10.2%,7.4%,3.2%
ATXN viability,i,i,i,i,i,i,i,?

25: CCCn1c(/N=C/c2ccc3c(c2)OCO3)nc2ccccc21
26: CN(C)c1ccc(-c2cc(NC=O)c3ncc(-c4ccc(F)c(Cl)c4)n3c2)cc1
27: O=C1OC(Nc2ccc(Br)cc2F)c2ccccc21 (configuration not stated)
28: CCOc1ccc(C(=O)NCC(=O)NCC(c2cccs2)N2CCOCC2)cc1 (configuration not stated)
29: CCOC(=O)CNC(=O)c1sc(NC(=O)c2cccc(F)c2)nc1C
30: COc1ccc(Cn2c(=O)c3c(nc(NCCO)n3C)n(C)c2=O)cc1
31: NS(=O)(=O)c1ccc(Cl)c(C(=O)Nc2ccccc2[N+](=O)[O-])c1
32: S=c1[nH]nc(COc2ccc3ccccc3c2)o1
compound no.,25,26,27,28,29,30,31,32
A549 viability,-3.9%,·,0.0%,1.9%,-0.5%,4.0%,1.2%,-1.2%
pAkt inh,·,i,i,i,i,·,i,i
HepG2 tox,-10.1%,-5.8%,-2.7%,-2.6%,-19.0%,-1.4%,-2.7%,-13.0%
CCT chaperon mod,0.3,1.2,-1.2,0.0,0.7,-4.5,-0.1,-3.5
Mm-Cpn inhibitor,2.5%,·,5.9%,0.9%,-23.2%,-7.7%,3.3%,0.8%
Nrf2 activator,-0.7%,2.9%[9.22 µM],-0.4%,-0.6%,3.1%,-0.6%,4.8%,-0.8%
TGFb inhibitor,-0.1%,3.2%,-19.8%,17.1%,-9.2%,10.1%,11.0%,-9.6%
Nrf2 block,?,·,5.3%,4.0%,2.7%,-6.3%,-19.4%,10.5%
ATXN viability,i,i,i,i,i,i,i,i

33: O=C1CN(c2nc3nonc3nc2N2CCCCC2)CCN1
34: COc1ccc(S(=O)(=O)N2CCOCC2)cc1C(=O)Nc1ccc2c(c1)OCO2
35: Cc1cc(C(=O)N/N=C/c2c[nH]c3ccccc23)c(C)o1
36: CCOC(=O)/C(C#N)=C/c1ccc(-c2ccc(Br)cc2)o1
37: CC(C)Cn1c(N)c(C(=O)CSc2ncccn2)c(=O)n(C)c1=O
38: COc1cccc(C(=O)Nc2sc(C(C)C)cc2C(N)=O)c1OC
39: Cc1ccc(CNC(=O)c2sc3nc4c(c(C(F)(F)F)c3c2N)CCC4)cc1
40: N=C1C(c2ccccc2)=C(O)CN1c1cccc2ccccc12
41: CCSc1nnc(-c2ccncc2)n1Cc1ccccc1
42: C/C(=N/O)c1ccc(Oc2cnccn2)cc1
compound no.,33,34,35,36,37,38,39,40,41,42
A549 viability,0.1%,-7.4%,7.0%,3.5%,2.8%,-14.5%,1.8%,-5.9%,-4.6%,1.5%
pAkt inh,i,i,i,·,i,i,i,i,i,i
HepG2 tox,-1.8%,-2.4%,-8.4%,-30.1%,36.6%,-24.2%,-0.3%,19.1%,-0.9%,7.2%
CCT chaperon mod,0.6,-0.9,-3.5,·,-3.6,-0.6,-2.5,2.3,0.9,-1.8
Mm-Cpn inhibitor,-0.3%,1.3%,0.6%,·,1.0%,-0.2%,-2.2%,1.5%,0.7%,0.6%
Nrf2 activator,2.1%,-0.5%,5.5%,20.9%,2.7%,1.7%,0.2%,-0.5%,-0.2%,0.0%
TGFb inhibitor,-2.7%,-3.9%,9.8%,12.4%,4.5%,-15.7%,3.7%,-0.1%,-6.7%,-5.7%
Nrf2 block,-4.1%,-13.1%,?,?,-8.3%,-25.6%,1.0%,-16.2%,11.2%,?
ATXN viability,i,?,i,i,i,?,i,i,i,i
